Screens (PubChem)
697 NFkB inh = lowers PMA/ionomycin-induced NF-kB signal in 697 B cells; inhibition, % at 4 µM; 0.33% of 330,000 active; 697 B-cell NF-kB luciferase reporter, 16 h; in the data active = inhibition above about 35%
SENP7 block = inhibitors of human SENP7 protease; recombinant SENP7, Z-RLRGG-aminoluciferin luminescence, 40 min; 1.5% of 330,000 active; inhibition, % at 5 µM; AID 434973;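 active = inhibition above about 50% at the single test dose, limit read from the data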;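 also: plate controls were DMSO with enzyme for no effect and no enzyme buffer wells for full effect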
SENP8 inh = inhibitors of human SENP8 protease; Q96LD8; purified SENP8, Z-RLRGG-aminoluciferin cleavage, luminescence; inhibition, % at 10 µM; 1.2% of 330,000 active; AID 2540
UBC13 polyUb = human UBC13 polyubiquitination inhibition; inhibition, % at 20 µM; AID 485273; UBC13 polyubiquitin chain formation, TR-FRET; P61088; 0.47% of 330,000 active; in the data active = inhibition above about 45%, passing the limit was not always enough
Target sequence (P61088 whole entry, looked up): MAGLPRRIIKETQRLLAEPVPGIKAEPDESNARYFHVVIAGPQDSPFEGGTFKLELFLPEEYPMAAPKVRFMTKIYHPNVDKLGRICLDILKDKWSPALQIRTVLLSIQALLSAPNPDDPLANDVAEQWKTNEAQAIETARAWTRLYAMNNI
HKDC1 inhibitor = blocks human hexokinase HKDC1 activity | recombinant HKDC1, G6PDH/diaphorase resazurin coupled fluorescence | inhibition, % at 20 µM | 0.16% of 340,000 active | AID 493160;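 active = inhibition above about 35% when tested at 20 µM, limit read from the data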;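 also: plate controls were DMSO wells with enzyme for no effect and DMSO wells lacking enzyme for full effect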
Target sequence (Q2TB90 whole entry, looked up): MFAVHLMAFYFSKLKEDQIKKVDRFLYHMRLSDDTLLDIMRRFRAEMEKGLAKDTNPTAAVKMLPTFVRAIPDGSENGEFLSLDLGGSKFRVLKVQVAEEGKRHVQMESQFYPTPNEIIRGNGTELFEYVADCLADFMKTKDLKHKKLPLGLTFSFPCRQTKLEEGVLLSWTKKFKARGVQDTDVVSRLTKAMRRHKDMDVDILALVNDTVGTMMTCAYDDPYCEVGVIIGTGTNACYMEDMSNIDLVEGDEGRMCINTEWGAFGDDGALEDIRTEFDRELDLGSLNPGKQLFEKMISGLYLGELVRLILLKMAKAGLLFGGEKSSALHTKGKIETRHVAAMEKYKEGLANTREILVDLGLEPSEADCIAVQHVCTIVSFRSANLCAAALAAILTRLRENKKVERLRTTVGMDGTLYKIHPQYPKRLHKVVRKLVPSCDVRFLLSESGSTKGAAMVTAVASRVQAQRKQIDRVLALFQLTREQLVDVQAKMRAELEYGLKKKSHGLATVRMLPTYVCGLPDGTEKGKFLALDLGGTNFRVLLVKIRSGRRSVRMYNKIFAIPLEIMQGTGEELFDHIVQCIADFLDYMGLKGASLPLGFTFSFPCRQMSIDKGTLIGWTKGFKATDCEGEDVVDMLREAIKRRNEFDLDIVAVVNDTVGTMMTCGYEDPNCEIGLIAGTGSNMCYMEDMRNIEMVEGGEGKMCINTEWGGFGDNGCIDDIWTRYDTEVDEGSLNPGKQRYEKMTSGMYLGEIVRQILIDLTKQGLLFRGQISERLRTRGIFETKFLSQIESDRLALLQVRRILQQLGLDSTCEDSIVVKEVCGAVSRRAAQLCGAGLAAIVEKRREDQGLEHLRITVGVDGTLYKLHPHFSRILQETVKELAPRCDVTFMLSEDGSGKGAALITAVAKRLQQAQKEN
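Assay system – recombinant HKDC1 (HK5) hexokinase enzyme, produced in-house · Input – HKDC1 at 5 µg/mL · Reagent – glucose plus 1 mM ATP as hexokinase substrates · Timing – 90 min reaction incubation at room temperature, dark · Measured by – G6PDH/diaphorase-coupled fluorescence, 1 mM NADP, 100 µM resazurin, 525/613 nm · Benchmarks – DMSO-enzyme wells negative, buffer-substituted wells positive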
Jurkat NFkB inh = inhibitors of the PMA/ionomycin-induced NF-kB reporter in Jurkat cells | PMA/ionomycin-induced NF-kB luciferase reporter, luminescence | 0.53% of 330,000 active | AID 435003 | inhibition, % at 4 µM
Apaf1 inhib = human Apaf-1 inhibition; reconstituted apoptosome caspase-3 activity, DEVD-Rh110 fluorescence; O14727; 0.71% of 330,000 active; AID 489030; inhibition, % at 20 µM; active = inhibition of at least 40% at 20 µM;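 also: plate controls were DMSO wells for no effect and DEVD-CHO caspase inhibitor wells for full effect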
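System: Apoptosome proteins | Medium: Hepes pH 7.5 with detergent and BSA | Also added: Cytochrome c trigger plus (Z-DEVD)2-Rh110 caspase-3 substrate | Incubation: 30 min compound preincubation, 50 min activation, room temperature | Detection: Rhodamine 110 fluorescence at Ex 480/Em 540 nm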
Gli-Sufu block = antagonists of Gli-Sufu signaling; Sufu-KO-LIGHT fibroblasts, Gli luciferase reporter luminescence; inhibition, % at 5 µM; 0.74% of 340,000 active;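 active = inhibition above about 55%, limit read from the data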;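 also: 0% = DMSO-treated cells and 100% = wells with medium but no cells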
An asterisk follows results filed as active. Rule as the data show it, unless noted: active = inhibition above about 50%; inactive = the rest.

For COc1ccc(S(=O)(=O)Cc2ccc(C(=O)NCc3ccccc3OC)o2)cc1 the results were 697 NFkB inh -1.1, SENP7 block 4.8, SENP8 inh 3.7, UBC13 polyUb -0.8, HKDC1 inhibitor 2.0, Jurkat NFkB inh 3.2, Apaf1 inhib -5.4 and Gli-Sufu block 14.0.
`Fc1ccc(-c2nnc(-n3nnc4ccccc43)c3ccccc23)cc1` gave 697 NFkB inh -52.9, SENP7 block -6.2, SENP8 inh -6.2, UBC13 polyUb -21.5, HKDC1 inhibitor -7.3, Jurkat NFkB inh -9.9, Apaf1 inhib 16.2 and Gli-Sufu block 5.6.
For COc1cc(C(=O)NCc2ccccc2)cc(Br)c1OC the results were 697 NFkB inh 23.3, SENP7 block 3.4, SENP8 inh -0.2, UBC13 polyUb 7.9, HKDC1 inhibitor -2.9, Jurkat NFkB inh -9.4, Apaf1 inhib -2.1 and Gli-Sufu block 13.9.
`CCCCN(C)CCNC(=O)c1cc2c(=O)[nH]c3ccccc3c2n1C` gave 697 NFkB inh 9.6, SENP7 block 10.9, SENP8 inh -1.2, UBC13 polyUb 9.1, HKDC1 inhibitor -4.2, Jurkat NFkB inh -22.8, Apaf1 inhib 7.0 and Gli-Sufu block 16.9.
`COc1ccc(Cc2nc3ccc(C(=O)N(C)CCc4cnn(C)c4)cc3o2)cc1OC` gave 697 NFkB inh -57.3, SENP7 block 6.3, SENP8 inh -2.2, UBC13 polyUb -4.0, HKDC1 inhibitor -10.6, Jurkat NFkB inh -17.6, Apaf1 inhib -2.0 and Gli-Sufu block 11.1.
`CN1C(=O)/C(=C\c2cc(N=Nc3ccccc3)ccc2O)SC1=S` gave 697 NFkB inh -8.8, SENP7 block 10.7, SENP8 inh 31.3, UBC13 polyUb -69.7, HKDC1 inhibitor 4.5, Jurkat NFkB inh 5.8, Apaf1 inhib 14.4 and Gli-Sufu block 5.5.
Screening O=C(Cc1ccccc1)NCc1ccccn1 returned 697 NFkB inh 8.8, SENP7 block 8.5, SENP8 inh 1.3, UBC13 polyUb 8.8, HKDC1 inhibitor -14.1, Jurkat NFkB inh 1.4, Apaf1 inhib -0.6 and Gli-Sufu block -0.9.
CCOC(=O)c1c(C)n(O)c2ccc(Cl)cc2c1=O was read as 697 NFkB inh 15.1, SENP7 block -4.6, SENP8 inh -14.2, UBC13 polyUb 0.8, HKDC1 inhibitor -6.7, Jurkat NFkB inh -0.7, Apaf1 inhib 2.4 and Gli-Sufu block -1.7.
CC(=O)OC1[C@H](Oc2c(O)c(C)c3c4c2[C@@H](C)CC[C@@H]4[C@@H](C)C[C@@H]3C=C(C)C)OC[C@@H](O)[C@@H]1O (some centres not stated) was read as 697 NFkB inh 3.3, SENP7 block -2.6, SENP8 inh -6.1, UBC13 polyUb 35.6, HKDC1 inhibitor 0.1, Jurkat NFkB inh -7.6, Apaf1 inhib -1.6 and Gli-Sufu block -5.7.
`CCc1ccc(NC(=O)CSc2nc3[nH]ncc3c(=O)[nH]2)cc1` gave 697 NFkB inh -14.6, SENP7 block -0.3, SENP8 inh -4.4, UBC13 polyUb -4.9, HKDC1 inhibitor 7.8, Jurkat NFkB inh 2.0, Apaf1 inhib 6.7 and Gli-Sufu block 30.4.

Ordered by count of non-hydrogen atoms (ascending): 4 of the compounds above.
CCOC(=O)c1c(C)n(O)c2ccc(Cl)cc2c1=O was read as 697 NFkB inh 15.1, SENP7 block -4.6, SENP8 inh -14.2, UBC13 polyUb 0.8, HKDC1 inhibitor -6.7, Jurkat NFkB inh -0.7, Apaf1 inhib 2.4 and Gli-Sufu block -1.7.
`CCc1ccc(NC(=O)CSc2nc3[nH]ncc3c(=O)[nH]2)cc1` gave 697 NFkB inh -14.6, SENP7 block -0.3, SENP8 inh -4.4, UBC13 polyUb -4.9, HKDC1 inhibitor 7.8, Jurkat NFkB inh 2.0, Apaf1 inhib 6.7 and Gli-Sufu block 30.4.
`CN1C(=O)/C(=C\c2cc(N=Nc3ccccc3)ccc2O)SC1=S` gave 697 NFkB inh -8.8, SENP7 block 10.7, SENP8 inh 31.3, UBC13 polyUb -69.7, HKDC1 inhibitor 4.5, Jurkat NFkB inh 5.8, Apaf1 inhib 14.4 and Gli-Sufu block 5.5.
CC(=O)OC1[C@H](Oc2c(O)c(C)c3c4c2[C@@H](C)CC[C@@H]4[C@@H](C)C[C@@H]3C=C(C)C)OC[C@@H](O)[C@@H]1O (some centres not stated) was read as 697 NFkB inh 3.3, SENP7 block -2.6, SENP8 inh -6.1, UBC13 polyUb 35.6, HKDC1 inhibitor 0.1, Jurkat NFkB inh -7.6, Apaf1 inhib -1.6 and Gli-Sufu block -5.7.

(next part)
CN(C)CCN(Cc1ccco1)C(=O)c1cc2c(Cl)nc3ccccc3c2s1 was read as 697 NFkB inh -13.3, SENP7 block 5.1, SENP8 inh -1.9, UBC13 polyUb 16.0, HKDC1 inhibitor -1.6, Jurkat NFkB inh 3.9, Apaf1 inhib -13.5 and Gli-Sufu block 39.6.
CN1C(=O)/C(=C\c2ccc(-c3ccccc3)o2)SC1=S was read as 697 NFkB inh 5.3, SENP7 block -4.2, SENP8 inh 0.3, UBC13 polyUb -37.6, HKDC1 inhibitor -11.7, Jurkat NFkB inh 0.6, Apaf1 inhib -0.3 and Gli-Sufu block 0.9.
For COc1cc(CN2CCN(c3cc(C)ccc3C)CC2)cc([N+](=O)[O-])c1O the results were 697 NFkB inh 12.4, SENP7 block 2.6, SENP8 inh 2.5, UBC13 polyUb -12.0, HKDC1 inhibitor -5.3, Jurkat NFkB inh 13.8, Apaf1 inhib -13.1 and Gli-Sufu block 1.9.
Screening Cc1ccc(NS(=O)(=O)c2ccc(Cl)s2)cc1S(=O)(=O)N(C)C returned 697 NFkB inh -17.3, SENP7 block -5.5, SENP8 inh -12.9, UBC13 polyUb -15.9, HKDC1 inhibitor -8.4, Jurkat NFkB inh 24.9, Apaf1 inhib 10.1 and Gli-Sufu block 4.6.
O=S(=O)(NCc1csc(-c2cccnc2)n1)c1cccs1 was read as 697 NFkB inh -9.2, SENP7 block -6.5, SENP8 inh 0.8, UBC13 polyUb 2.7, HKDC1 inhibitor -4.5, Jurkat NFkB inh -3.2, Apaf1 inhib -2.6 and Gli-Sufu block -1.8.
Screening O=C(OCC(=O)N1CCOCC1)c1cc2ccccc2oc1=O returned 697 NFkB inh -0.1, SENP7 block 6.7, SENP8 inh -1.2, UBC13 polyUb -5.2, HKDC1 inhibitor -5.4, Jurkat NFkB inh -4.3, Apaf1 inhib -2.3 and Gli-Sufu block -3.6.
For CC(NC(=S)Nc1ccc([N+](=O)[O-])cc1)c1ccncc1 (configuration not stated) the results were 697 NFkB inh -0.6, SENP7 block -7.7, SENP8 inh 2.5, UBC13 polyUb 6.7, HKDC1 inhibitor -9.8, Jurkat NFkB inh -4.7, Apaf1 inhib 7.3 and Gli-Sufu block 3.6.
`COC(=O)COc1ccc2c(=O)c(-c3ccccc3OC)coc2c1` gave 697 NFkB inh 7.6, SENP7 block 6.0, SENP8 inh 2.9, UBC13 polyUb -9.1, HKDC1 inhibitor -5.0, Jurkat NFkB inh -22.4, Apaf1 inhib 1.0 and Gli-Sufu block -7.8.
For CN1c2cccc3cccc(c23)N(C)C1(C)C the results were 697 NFkB inh 0.4, SENP7 block 37.0, SENP8 inh 11.6, UBC13 polyUb -16.6, HKDC1 inhibitor 14.1, Jurkat NFkB inh 18.8, Apaf1 inhib 45.5* and Gli-Sufu block -9.6.
COc1ccc2oc(C(=O)N3CCN(C/C=C/c4ccccc4)CC3)c(C)c2c1 was read as 697 NFkB inh -19.5, SENP7 block -1.6, SENP8 inh -12.3, UBC13 polyUb -1.1, HKDC1 inhibitor -3.2, Jurkat NFkB inh -4.6, Apaf1 inhib 26.0 and Gli-Sufu block -2.6.
For CC(C)N(C(=O)[C@H]1C[C@H](CC(=O)NCC23CC4CC(CC(C4)C2)C3)C(=O)N2CCc3c([nH]c4cc(-c5ccco5)ccc34)[C@]12C)C(C)C the results were 697 NFkB inh 0.8, SENP7 block -7.8, HKDC1 inhibitor 0.1, Apaf1 inhib 31.2 and Gli-Sufu block -2.6.
S=C(NCCc1ccc(Cl)cc1)NC1CC1 was read as 697 NFkB inh -6.9, SENP7 block 4.1, SENP8 inh 3.6, UBC13 polyUb 3.5, HKDC1 inhibitor 8.2, Jurkat NFkB inh -13.7, Apaf1 inhib 1.1 and Gli-Sufu block -5.8.
`Cc1ccccc1C(=O)Nc1ccc(N2CCOCC2)nc1` gave 697 NFkB inh -53.2, SENP7 block -9.6, SENP8 inh -13.4, UBC13 polyUb -11.9, HKDC1 inhibitor -4.1, Jurkat NFkB inh -32.2, Apaf1 inhib -7.4 and Gli-Sufu block -18.7.
`Cc1ccc(NCC(=O)Nc2c(C)n(C)n(-c3ccccc3)c2=O)cc1S(=O)(=O)N(C)C` gave 697 NFkB inh 10.1, SENP7 block -1.1, SENP8 inh 3.8, UBC13 polyUb -2.0, HKDC1 inhibitor -11.4, Jurkat NFkB inh -0.4, Apaf1 inhib -8.0 and Gli-Sufu block 3.3.
Screening OCc1cn(-c2ccccc2)nc1-c1ccc2c(c1)OCCO2 returned 697 NFkB inh -162.3, SENP7 block -10.8, SENP8 inh -12.6, UBC13 polyUb 3.8, HKDC1 inhibitor 3.2, Jurkat NFkB inh -105.0, Apaf1 inhib 4.1 and Gli-Sufu block -69.6.
For CCC(C)[C@@H](CN(N=O)[C@@H](Cc1ccccc1)CN(C)N=O)N(CCc1ccccc1)N=O (some centres not stated) the results were 697 NFkB inh 7.0, SENP7 block 2.0, SENP8 inh -3.3, UBC13 polyUb 13.4, HKDC1 inhibitor 3.0, Jurkat NFkB inh 11.6, Apaf1 inhib 15.7 and Gli-Sufu block 16.3.
Screening Cc1cccc(C)c1Nc1nc2ccccc2o1 returned 697 NFkB inh 4.0, SENP7 block -6.7, SENP8 inh 3.8, UBC13 polyUb 1.1, HKDC1 inhibitor -3.4, Jurkat NFkB inh 10.0, Apaf1 inhib 3.0 and Gli-Sufu block -1.4.
Screening O=C(CN1C(=O)COc2ccccc21)NCCN1CCCC1 returned 697 NFkB inh 6.0, SENP7 block -1.6, SENP8 inh -1.9, UBC13 polyUb 13.8, HKDC1 inhibitor -1.5, Jurkat NFkB inh 13.5, Apaf1 inhib -14.3 and Gli-Sufu block 6.2.
For Cc1cccc(-c2nnc(SCc3nc4ccccc4[nH]3)n2Cc2ccco2)c1 the results were 697 NFkB inh 2.6, SENP7 block -7.8, SENP8 inh -3.3, UBC13 polyUb -2.3, HKDC1 inhibitor -5.8, Jurkat NFkB inh -7.3, Apaf1 inhib 18.6 and Gli-Sufu block -3.0.
`Cc1ccc(SCC(=O)Nc2ccc(-c3nc4ccccc4[nH]3)cc2)cc1` gave 697 NFkB inh -123.6, SENP7 block -15.9, SENP8 inh -12.0, UBC13 polyUb -21.2, HKDC1 inhibitor -7.4, Jurkat NFkB inh -60.9, Apaf1 inhib 20.9 and Gli-Sufu block -39.8.
For COCCN(C(=O)C1CC(=O)N(Cc2ccccc2)C1)c1nc(-c2ccc([N+](=O)[O-])cc2)cs1 (configuration not stated) the results were 697 NFkB inh -27.4, SENP7 block -9.1, SENP8 inh -29.8, UBC13 polyUb -13.4, HKDC1 inhibitor 1.5, Jurkat NFkB inh -15.9, Apaf1 inhib 34.3 and Gli-Sufu block 12.4.
For CCN(CC)S(=O)(=O)c1ccc(NC(=O)c2ccc(N(C)S(C)(=O)=O)cc2)cc1 the results were 697 NFkB inh 4.1, SENP7 block -2.3, SENP8 inh 6.3, UBC13 polyUb -0.4, HKDC1 inhibitor 7.9, Jurkat NFkB inh 46.9, Apaf1 inhib 1.7 and Gli-Sufu block 5.0.
For Nc1nc(-c2ccc3c(c2)OCCO3)c(CC(=O)O)s1 the results were 697 NFkB inh -25.5, SENP7 block 8.5, SENP8 inh -12.5, UBC13 polyUb -9.3, HKDC1 inhibitor -4.3, Jurkat NFkB inh -6.2, Apaf1 inhib -4.8 and Gli-Sufu block 11.6.
CSc1ccc(CNCc2ccco2)cc1 was read as 697 NFkB inh 0.8, SENP7 block 4.9, SENP8 inh -0.6, UBC13 polyUb 5.9, HKDC1 inhibitor -6.7, Jurkat NFkB inh 8.3, Apaf1 inhib -8.0 and Gli-Sufu block 20.2.
